High-throughput results as filed in PubChem BioAssay.
D1 antagonist: human D1 dopamine receptor antagonism; HEK293 TREx D1 cells, calcium flux, dopamine EC80; hits give low values; P21728; actives 3.2% (n = 360,000); activity change, negative = inhibition, % at 10 µM; in the data active means activity change below about -30%; further: on the % scale 0 is the no-effect control and ±100 the full control effect
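Using tetracycline-induced force-coupled D1 Hek293 cells and a calcium dye, signals were followed for 180 s after compound, then for 180 s after EC80 dopamine, to detect inhibitors.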
D1 potentiator: human D1 dopamine receptor positive modulation; P21728; HEK293 TREx D1 cells, calcium flux, dopamine EC20 potentiation; potentiation, % at 10 µM; actives 0.036% (n = 360,000); in the data active means potentiation above about 30%; further: 0% is about no effect
RXFP1 agonist: RXFP1 (human) receptor agonism; Potency, µM (top dose mostly 57.5 µM), inactives show top-dose activation, hits mostly activators; Q9HBX9; HEK293T-RXFP1 cAMP TR-FRET, 30 min; response scale: percent of porcine relaxin response, buffer zero; actives 0.3% (n = 370,000); active means well fitted activation curve with a large enough effect; inconclusive means small, poorly fitted or top-dose-only effect; further: potency means the concentration at half of the fitted maximal effect; on the % scale 0 is the no-effect control and ±100 the full control effect; nearly all actives have a fitted effect of over 60% in size; many of its hits are not listed in these tables
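HEK293 cells stably expressing RXFP1, treated 30 min at 37C with compounds plus PDE4 inhibitor Ro 20174; cAMP measured by HTRF TR-FRET. Normalized to buffer and 29 nM porcine relaxin; EC50 by Hill fit.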
RXFP1 antagonist: blocks the human relaxin receptor RXFP1; HEK293-RXFP1, relaxin-stimulated cAMP HTRF, 30 min; hits give low values; activity change, negative = inhibition, % at 57.5 µM; actives 0.59% (n = 350,000); AID 1259400;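 active means activity change of -60% or lower, but not beyond a set lower limit; inconclusive means change between -60% and -40%, or beyond the set limit; inactive means change above -40%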; further: on the % scale 0 is the no-effect control and ±100 the full control effect
TRHR enhancer: allosterically enhances the human TRH receptor. AID 493056. actives 0.66% (n = 360,000). enhancement, % at 2 µM. TRHR cells, fluo-8 calcium fluorescence, EC20 TRH enhancement; in the data active means enhancement above about 30%; further: 0% is about no effect
Target sequence (P34981 whole entry, looked up): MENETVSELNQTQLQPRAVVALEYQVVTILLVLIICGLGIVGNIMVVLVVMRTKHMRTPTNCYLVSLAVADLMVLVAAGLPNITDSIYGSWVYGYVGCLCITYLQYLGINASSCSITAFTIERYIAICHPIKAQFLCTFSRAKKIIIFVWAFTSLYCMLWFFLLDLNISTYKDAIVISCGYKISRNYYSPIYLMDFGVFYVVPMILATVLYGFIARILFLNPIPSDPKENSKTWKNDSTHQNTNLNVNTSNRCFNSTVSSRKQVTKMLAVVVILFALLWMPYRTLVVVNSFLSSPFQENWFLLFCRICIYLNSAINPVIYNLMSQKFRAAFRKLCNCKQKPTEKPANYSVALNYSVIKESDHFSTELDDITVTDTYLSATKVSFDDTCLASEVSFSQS
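Enhancer read-out: after compound pinning and an initial kinetic agonist-mode read, an EC20 of TRH (10 nM final) was injected and fluo-8 calcium signal (Ex 480/Em 530) followed at 1 s/cycle for 100 cycles in TRHR-expressing cells.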
D2 antagonist: antagonizes the human D2 dopamine receptor; P14416; HEK293 TREx D2 cells, calcium flux, dopamine EC80; inhibition, % at 10 µM; actives 2% (n = 340,000); AID 485344; in the data active means inhibition above about 30%; further: 0% is about no effect
Target sequence (P14416 whole entry, looked up): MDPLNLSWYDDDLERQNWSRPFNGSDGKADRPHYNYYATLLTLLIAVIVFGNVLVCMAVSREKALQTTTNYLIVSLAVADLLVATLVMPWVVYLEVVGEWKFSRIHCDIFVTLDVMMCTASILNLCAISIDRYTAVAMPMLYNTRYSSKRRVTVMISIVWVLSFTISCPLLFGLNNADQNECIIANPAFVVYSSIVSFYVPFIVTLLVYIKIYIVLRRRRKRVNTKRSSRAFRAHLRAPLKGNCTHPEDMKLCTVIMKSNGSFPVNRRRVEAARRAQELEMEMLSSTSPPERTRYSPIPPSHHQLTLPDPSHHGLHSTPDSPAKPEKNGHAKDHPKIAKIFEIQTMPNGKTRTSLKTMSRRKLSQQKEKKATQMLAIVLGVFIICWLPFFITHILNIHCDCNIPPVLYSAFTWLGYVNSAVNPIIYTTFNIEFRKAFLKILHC
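Cells plated overnight at 30 C with tetracycline; no-wash calcium dye, 30–90 min RT; 10 s baseline; compound pinned; 180 s read; EC80 dopamine added; another 180 s read.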
D1 ag: activates the human D1 dopamine receptor; P21728; HEK293 T-REx D1 cells, calcium flux, agonist mode; activation, % at 2 µM; actives 1% (n = 360,000); AID 504660; in the data active means activation above about 30%; further: 0% is about no effect
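Inducible HEK293 T-REx D1 cells, force-coupled to calcium signalling, were plated at 4000 cells/well with tetracycline and held overnight at 30 C. After no-wash calcium dye loading, compound-evoked calcium rise over 180 s flagged agonists.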
D2 PAM: positive allosteric modulators of human D2 dopamine receptor. P14416. HEK293 T-REx D2, calcium flux, EC20 dopamine potentiation. potentiation, % at 10 µM. actives 0.34% (n = 340,000);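 active means potentiation over 3 SD above the plate norm, cut at about 30% in these data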; further: 0% is about no effect
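Potentiation of an EC20 dopamine calcium response measured kinetically over 180 s, after a preceding 180 s compound-only read flagging agonists. Cells: inducible Hek293 Trex D2 line, 4000/well, cultured overnight at 30 C before dye loading.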
D2 agonist: agonists of human D2 dopamine receptor; P14416; AID 485358; HEK293 T-REx D2 cells, calcium flux agonist mode; actives 0.53% (n = 340,000); activation, % at 2 µM;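 active means activation over 3 SD above normal in the single-dose calcium agonist read, cut at about 30% in these data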; further: 0% is about no effect
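Agonism scored from kinetic calcium signal (1 read/sec, 180 s) following compound pin transfer, after a 10 s baseline. Cells: HEK293 Trex line expressing inducible D2 receptor coupled to calcium, dye-loaded after overnight culture at 30 C.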
* marks the source's active call; other numbers are inactive results; ? = inconclusive; . = not tested or not shown. A portion of the library; the hit share may differ from the screen's.

(1) Cc1ccc(/C=N/Nc2nc(C(C)(C)C)cs2)o1
(2) Cc1ccc(Nc2nc(N/N=C/c3c[nH]c4ccccc34)nc(N3CCOCC3)n2)cc1
(3) COC(=O)c1ccc(N2C(=O)CC(N(C)Cc3ccccc3)C2=O)cc1 (stereo not drawn)
(4) COc1ccc(NC(=O)c2cc(-c3ccco3)on2)cc1OC
(5) O=C(c1sc2ccccc2c1Cl)N1CCN(CCc2ccccn2)CC1
(6) CCOC(=O)c1c(NC(=O)CC2SC(=NC)N(C)C2=O)sc(C)c1C (stereo not drawn)
(7) O=C(CNc1ccccc1F)Nc1cc(S(=O)(=O)N2CCCCC2)ccc1Cl
(8) Cc1ccc(Nc2c3c(nc4ccccc24)CCC3)cc1F

Assay by compound,1,2,3,4,5,6,7,8
D1 ag,2,1,-1,2,3,3,2,4
D2 PAM,10,-2,-8,-17,-18,4,14,-9
TRHR enhancer,-3,2,-3,-16,10,2,-2,5
D2 agonist,2.6,1.5,0.7,-0.8,0.2,-0.4,0.2,.
D1 antagonist,5,-9,7,-22,-12,-5,-16,-8
RXFP1 agonist,1.4%,0.5%,-1.6%,10%,3.1%,-0.4%,2.6%,0.7%
D1 potentiator,3,-3,-2,-3,-3,-2,-9,0
D2 antagonist,3,-7,26,27,16,-12,3,.
RXFP1 antagonist,-2,-35,0,-13,-2,-10,2,.

Gathered by group, those above with sulfur (4)
(1) Cc1ccc(/C=N/Nc2nc(C(C)(C)C)cs2)o1
(5) O=C(c1sc2ccccc2c1Cl)N1CCN(CCc2ccccn2)CC1
(6) CCOC(=O)c1c(NC(=O)CC2SC(=NC)N(C)C2=O)sc(C)c1C (stereo not drawn)
(7) O=C(CNc1ccccc1F)Nc1cc(S(=O)(=O)N2CCCCC2)ccc1Cl

Assay by compound,1,5,6,7
D1 ag,2,3,3,2
D2 PAM,10,-18,4,14
TRHR enhancer,-3,10,2,-2
D2 agonist,2.6,0.2,-0.4,0.2
D1 antagonist,5,-12,-5,-16
RXFP1 agonist,1.4%,3.1%,-0.4%,2.6%
D1 potentiator,3,-3,-2,-9
D2 antagonist,3,16,-12,3
RXFP1 antagonist,-2,-2,-10,2

Continued.
(9) Cc1ccc(CNC(=O)Cn2c(=O)oc3ccccc32)o1
(10) O=C(CC1NCCc2ccccc21)Nc1ccc(Oc2ccccc2)cc1 (stereo not drawn)
(11) CCC(NC(=O)c1cc(COc2ccc(Cl)cc2OC)on1)c1ccncc1 (stereo not drawn)
(12) O=C1CN(C(=O)COC(=O)/C=C/c2ccc(OC(F)F)cc2)c2ccccc2N1
(13) COc1ccc(S(=O)(=O)N2CCC(C(=O)N3CCCCC3)CC2)cc1
(14) Cc1c(-c2ccc(Cl)cc2)[n+](=O)c(-c2ccccc2)cn1[O-]
(15) Cn1nc(C(=O)OCC(=O)Nc2ccccc2[N+](=O)[O-])c2ccccc2c1=O
(16) Cc1c(CN2CCCCC2)c(O)n(CCO)c(=O)c1C#N

Assay by compound,9,10,11,12,13,14,15,16
D1 ag,1,3,6,5,8,2,5,3
D2 PAM,-3,-37,-6,-9,-8,-6,.,-4
TRHR enhancer,-3,16,-1,-4,28,-1,12,-2
D2 agonist,-0.1,68*,-0.5,-0.2,-0.3,-0.2,.,0.0
D1 antagonist,-14,-3,8,-2,-12,-15,31,-6
RXFP1 agonist,-1.8%,1.7%,-1.1%,0.0%,-0.4%,1.4%,-3.2%,1.7%
D1 potentiator,-7,-1,-6,-3,-7,-1,14,-2
D2 antagonist,13,60*,-4,6,-36,0,.,-19
RXFP1 antagonist,7,?,-7,3,-6,0,1,-29

(17) O=C(COC(=O)c1cccnc1Cl)c1cccc(Cl)c1
(18) Cc1csc(C(=O)O)c1NC(=O)c1ccc(F)cc1
(19) O=C(Nc1ccccc1C(=O)NC(Cc1ccccc1)C(=O)O)c1ccccc1 (stereo not drawn)
(20) CN1C2CCC1CC(NC(=O)c1cccc(C(F)(F)F)c1)C2 (stereo not drawn)
(21) CC(C)N(Cc1nccn1C)C(=O)c1ccc(OC2CCN(C(=O)C3CC3)CC2)cc1
(22) CCN1CCN(c2ccc(Cl)cc2NC(=O)c2ccco2)CC1
(23) COc1ccccc1CNC(=O)c1cc2cccc3c2n1CC(C)S3 (stereo not drawn)
(24) CC1=C(C)CC(C(=O)NNC(=O)c2csc(C)c2C)C(C(=O)O)C1 (stereo not drawn)

Assay by compound,17,18,19,20,21,22,23,24
D1 ag,1,1,1,3,3,3,5,0
D2 PAM,-1,-1,.,2,5,.,5,-11
TRHR enhancer,2,0,-3,3,0,-1,3,1
D2 agonist,0.0,0.6,.,0.0,-0.8,.,-0.7,0.5
D1 antagonist,7,-2,-23,3,0,-4,2,-12
RXFP1 agonist,0.3%,2.4%,-0.3%,0.3%,-3.5%,2.0%,17%,0.2%
D1 potentiator,-2,-2,-7,3,-2,-6,9,-5
D2 antagonist,69*,-1,.,-9,-12,.,.,-16
RXFP1 antagonist,-3,5,5,2,7,3,-32,7

(25) CN(C)C(=O)COC(=O)/C=C/c1cn(-c2ccccc2)nc1-c1cccs1
(26) COc1cccc(CN2C(=O)c3ccccc3C2C(=O)NCC2CCCO2)c1 (stereo not drawn)
(27) COc1cccc(CNC(=O)c2cc(S(=O)(=O)N3CCOCC3)cn2C)c1
(28) CCCn1c(=O)n(C)c(=O)c2c(SCC(=O)NCC(c3ccccc3)N(C)C)nc(CC(C)C)nc21 (stereo not drawn)
(29) Cc1ccccc1NC(=O)c1cnc2sc(N3CCCC3)nn2c1=O
(30) CCCCOCCCNC(=O)c1ccc(NC(C)=O)cc1
(31) CC(C)(C)c1ccc(S(=O)(=O)N2CCN(CC(=O)NC(=O)NC3CCCCC3)CC2)cc1
(32) COc1cc(CN2CCN(Cc3cccc(OC)c3OC)CC2)cc(OC)c1

Assay by compound,25,26,27,28,29,30,31,32
D1 ag,5,1,5,-1,3,2,4,9
D2 PAM,-3,-8,-2,13,2,13,-7,-3
TRHR enhancer,4,-3,-1,0,4,2,2,3
D2 agonist,1.8,-0.4,0.8,-1.7,-1.4,0.2,0.6,-0.8
D1 antagonist,-2,7,-19,6,-15,-5,-2,12
RXFP1 agonist,3.7%,-2.2%,0.4%,0.0%,?,0.0%,0.4%,5.5%
D1 potentiator,3,0,-6,-4,-4,-3,0,-2
D2 antagonist,-3,-1,18,0,.,-27,1,20
RXFP1 antagonist,-9,11,-82*,-17,-5,7,-12,-7

Entries of single compounds, looked up by structure. Order of screens: D1 ag | D2 PAM | TRHR enhancer | D2 agonist | D1 antagonist | RXFP1 agonist | D1 potentiator | D2 antagonist | RXFP1 antagonist
COc1cc(CN2CCN(Cc3cccc(OC)c3OC)CC2)cc(OC)c1 is listed with 9 | -3 | 3 | -0.8 | 12 | 5.5% | -2 | 20 | -7
CN(C)C(=O)COC(=O)/C=C/c1cn(-c2ccccc2)nc1-c1cccs1 is listed with 5 | -3 | 4 | 1.8 | -2 | 3.7% | 3 | -3 | -9
Cc1ccccc1NC(=O)c1cnc2sc(N3CCCC3)nn2c1=O is listed with 3 | 2 | 4 | -1.4 | -15 | ? | -4 | . | -5
CCCn1c(=O)n(C)c(=O)c2c(SCC(=O)NCC(c3ccccc3)N(C)C)nc(CC(C)C)nc21 (stereo not drawn) is listed with -1 | 13 | 0 | -1.7 | 6 | 0.0% | -4 | 0 | -17

Other structures.
(33) O=C(Cn1cc(C(=O)C(F)(F)F)c2ccccc21)N1CCOCC1
(34) Nc1cc(-c2cccc([N+](=O)[O-])c2)[nH]n1
(35) Cc1cccc(CCNC(=O)C2CCCN(S(=O)(=O)c3cnc[nH]3)C2)c1 (stereo not drawn)
(36) Cc1cc(C(=O)CSc2nnnn2-c2ccccc2)c(C)n1-c1ccc2c(c1)OCO2
(37) CCOc1ccc(S(=O)(=O)N2CCc3ccccc3C2)cc1
(38) O=C1CC(c2ccc(Cl)cc2)SC(N(c2ccccc2)c2ccccc2)=N1 (stereo not drawn)
(39) COc1cccc(C(=O)NCCCNC(=O)c2ccco2)c1
(40) CCC(=O)Nc1nc(C)c(-c2csc(Nc3cccc(O)c3)n2)s1
(41) COc1ccc(F)cc1S(=O)(=O)NC1CCCC1
(42) Fc1ccc(NC(=S)NCc2ccccc2)cc1
(43) COc1cc(C)ccc1OCCCOc1ccccc1Cl

Assay by compound,33,34,35,36,37,38,39,40,41,42,43
D1 ag,0,3,-1,8,0,5,4,0,-2,1,3
D2 PAM,-1,5,7,0,-4,8,1,8,7,.,-4
TRHR enhancer,2,-1,-1,-7,-15,-2,9,-4,0,-7,-6
D2 agonist,-0.1,-0.3,-1.5,1.0,0.2,0.1,1.4,-0.5,0.1,.,-0.1
D1 antagonist,0,-2,1,-11,6,-19,-10,4,3,-21,0
RXFP1 agonist,-1.3%,-2.4%,0.2%,0.4%,0.2%,1.2%,2.2%,0.3%,-0.1%,0.1%,0.0%
D1 potentiator,0,-2,-3,1,-1,3,.,-5,0,-1,2
D2 antagonist,-9,8,-10,-5,7,3,22,4,-33,.,19
RXFP1 antagonist,6,-7,.,0,-5,-8,-6,-9,61,3,-10
